Giardia FBPA inh – qHTS Assay for Inhibitors of Fructose-1,6-bisphosphate Aldolase from Giardia Lamblia | purified Giardia FBPA | A8B2U2 | 290,000 compounds, 0.71% hits | AID 2451, 2010 | Potency, µM (series often up to 59.6 µM), for inactives: at the highest dose activity, negative = inhibition, hits mostly inhibitors; also: potency is read from the fitted curve at half-maximal effect; nearly all actives have a fitted effect of over 55% in size
Target sequence (A8B2U2 whole entry, looked up): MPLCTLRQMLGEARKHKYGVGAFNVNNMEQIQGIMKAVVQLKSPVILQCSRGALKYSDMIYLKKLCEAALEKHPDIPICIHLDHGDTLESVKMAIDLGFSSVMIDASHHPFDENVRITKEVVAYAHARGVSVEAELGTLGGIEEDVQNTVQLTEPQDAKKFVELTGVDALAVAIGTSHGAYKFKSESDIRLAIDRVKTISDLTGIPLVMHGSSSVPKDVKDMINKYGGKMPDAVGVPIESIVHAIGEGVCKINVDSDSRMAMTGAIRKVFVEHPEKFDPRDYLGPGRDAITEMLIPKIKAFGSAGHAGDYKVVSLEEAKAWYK
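40 nM FBPA preincubated 10 min at RT with compound (up to 57.5 uM final), then substrate plus GAPDH/TPI/NAD/arsenate coupling and diaphorase/resazurin added. Fluorescence read after 20 min at RT, 525/598 nm.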
HCMV antiviral – qHTS Assay for inhibitors of the human cytomegalovirus (HCMV); HFF cells, HCMV-luciferase reporter, 72 h; hits give low values; 410,000 compounds, 4.5% hits; AID 1259415, 2018; activity change, negative = inhibition, % at 57.5 µM; in the data active = activity change below about -60%; inconclusive = no clear call, values can overlap the other calls; inactive = above about -39%
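Human foreskin fibroblasts infected with luciferase-reporter HCMV at MOI 1 PFU/cell, compounds at two doses. Luciferase measured 72 h post infection; normalized to buffer-only basal and Salinomycin (10uM) controls.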
HCV inh – qHTS Assay for Inhibitors of Hepatitis C Virus (HCV). Huh7.5.1 HCVcc-Cre infection, luciferase reporter, 44 h. Potency, µM (titrated, usually from 41.8 µM), without a hit: at the highest dose activity change, negative = inhibition, hits mostly inhibitors. 340,000 compounds, 3.4% hits; also: potency is read from the fitted curve at half-maximal effect
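Cells (1,000/well) were plated 4 h before compound, then infected with HCVcc-Cre virus (~0.5 moi). After 44 h further culture, infection was read as luciferase luminescence following a 15 min substrate incubation at room temperature.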
AmpC inh no detg – qHTS Inhibitors of AmpC Beta-Lactamase (assay without detergent); AID 485341, 2010; AmpC nitrocefin hydrolysis, absorbance 480 nm, 0.0001% Triton; P00811; 330,000 compounds, 0.52% hits; Potency, µM (highest dose often 57.1 µM), inactives show at the highest dose activity change, negative = inhibition, usual class: inhibitors;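 also: potency is read from the fitted curve at half-maximal effect; plate controls were no compound for no effect and no enzyme for full effect; nearly all actives have a fitted effect of over 20% in size; some results filed as inactive show a strong effect at the top dose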
Target sequence (P00811 whole entry, looked up): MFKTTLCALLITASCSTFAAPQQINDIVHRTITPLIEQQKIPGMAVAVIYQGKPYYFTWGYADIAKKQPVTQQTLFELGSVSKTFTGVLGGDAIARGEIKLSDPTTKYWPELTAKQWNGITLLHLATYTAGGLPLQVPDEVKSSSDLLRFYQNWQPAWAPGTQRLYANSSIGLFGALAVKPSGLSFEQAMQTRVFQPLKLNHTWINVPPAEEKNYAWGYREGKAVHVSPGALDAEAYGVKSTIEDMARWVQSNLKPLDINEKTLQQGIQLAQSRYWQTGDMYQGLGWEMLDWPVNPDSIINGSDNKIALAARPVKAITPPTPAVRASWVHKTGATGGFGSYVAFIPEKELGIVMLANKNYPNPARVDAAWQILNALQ
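20 mM phosphate pH 7.0 + 0.01% (detergent screen) or 0.0001% Triton X-100; 5.3 nM AmpC reagent; cpd preinc 15 min RT; nitrocefin (800 uM stock) to start; A480 q20 s × 4 min; Activity was normalised to no-enzyme and no-compound control wells.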
AmpC detergent – qHTS Inhibitors of AmpC Beta-Lactamase (assay with detergent) | P00811 | AmpC hydrolysis of nitrocefin, absorbance 480 nm, 0.01% Triton | Potency, µM (series often up to 114 µM), inactives show top-dose activity change, negative = inhibition, actives largely listed as inhibitors | 370,000 compounds, 0.041% hits | AID 485294, 2010;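 also: potency is read from the fitted curve at half-maximal effect; 0% = no-compound wells and -100% = no-enzyme wells; nearly all actives have a fitted effect of over 25% in size; some results filed as inactive show a strong effect at the top dose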
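AmpC (5.3 nM in the dispensed reagent) in 20 mM phosphate pH 7.0 with 0.01% (detergent screen) or 0.0001% Triton X-100 was preincubated with compounds for 15 min at room temperature. Nitrocefin was then added from an 800 uM solution, and hydrolysis was followed at 480 nm.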
Sm TGR block – qHTS Assay for the Inhibitors of Schistosoma Mansoni Peroxiredoxins | purified TGR, DTNB reduction, TNB absorbance 405 nm | 360,000 compounds, 3% hits | Potency, µM (highest dose often 114 µM), for inactives: at the top dose activity change, negative = inhibition, hits mostly inhibitors | AID 485364, 2010; also: potency is read from the fitted curve at half-maximal effect; nearly all actives have a fitted effect of over 60% in size
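TGR 20 nM + NADPH 100 uM (dispensed conc.), cpd preinc 15 min RT; start with NADPH (500 uM addition) then DTNB (15 mM addition). Kinetic TNB absorbance, 405 nm filter. Four-parameter Hill fit across titration.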
Numbers without * were called inactive; ? = inconclusive; . = not tested or not shown; & = joins results of further samples; [ ] = another dose, or the depositor's remark. Unless noted, calls follow the shape of the dose curve; as a rule, active = well fitted curve in the direction sought with a large enough effect; inconclusive = small, poorly fitted or top-dose-only effect, or another doubt; inactive = no such curve, though single readings can be large; an effect the other way counts as inactive or inconclusive. Unless noted, % is scaled to controls: 0 for no effect and ±100 for the full control effect.

Every second line gives: Giardia FBPA inh	HCMV antiviral	HCV inh	AmpC inh no detg	AmpC detergent	Sm TGR block
- COc1ccc(N2CCN(C(=O)c3ccc(OCc4c(C)noc4C)c(OC)c3)CC2)cc1
→ -7%	42	15%	-2%	2%	-21%
- CCc1ccc(CN(Cc2ccco2)c2cnc(S(C)(=O)=O)nc2C(=O)Nc2c(C)cccc2C)cc1
→ .	12	.	.	-2%	-1%
- COc1cc(OC)cc(C(=O)OCC(=O)N2CCCC2)c1
→ 7%	37	22%	-3%	7%	-3%
- COc1ccc(N(CC(=O)N2CCCCC2)S(=O)(=O)c2ccccc2)c(OC)c1
→ 13%	-4	-2%&8%	8.9µM*	3%	-7%
- Cc1cc(C)n(C(=O)CCC2COc3ccccc3O2)n1 (centres undefined)
→ 1%	27	-9%	-16%	-4%	-3%
- COC(=O)c1ccc(NC(=O)COC(=O)C2CCC2)cc1
→ .	-10	?	-8%	-13%	-7%
- Cc1ccc(CS(=O)(=O)Cc2ccc(C(=O)N3CCC4(CC3)OCCO4)o2)cc1
→ 0%	9	10%	26%	-2%	45µM*
- CCn1c(O)c(/C=N/NC(=O)c2ccccc2)c(=O)[nH]c1=S
→ -17%	-63*	12%	-20%	-6%	-8%
- Cc1cn(C)c(CC(=O)Nc2cccc(C#N)c2)c1C(=O)O
→ .	5	.	.	5%	-3%
- CCc1c(C)sc(NC(=O)c2cc(-c3ccc(OC)cc3)on2)c1C#N
→ .	26	.	.	17%	10%
- C(=N\n1cnnc1)/c1ccc2c(c1)OCO2
→ 5%	24	20%	-16%	?	-10%
- COCCNC(=O)C1CCCN(S(=O)(=O)c2ccc3c(ccn3C)c2)C1 (centres undefined)
→ .	7	.	.	12%	5%
- CC1(C)CN(c2cccc(C#N)c2)C1=O
→ 3%	4	8%	-16%	2%	33%
- COc1cc(C(=O)N/N=C/c2ccc(OC(=O)c3ccccc3Cl)c(OC)c2)ccc1O
→ 3%	.	-26%	-31%	-9%	-1%
- COc1ccc(CCNC(=O)CN(C2CCCCC2)S(C)(=O)=O)cc1
→ 3%	-14	-6%	-19%	4%	0%
- Cn1c(=O)cc(N2CCN(C(=O)c3ccco3)CC2)[nH]c1=O
→ -23%	10	25%	-1%	-5%	0%
- COc1ccc(NC(=O)C2CC2)cc1NS(=O)(=O)c1ccc(F)cc1
→ -6%	44	13%	-22%	-2%	-7%
- Cc1ccc(-n2ncc3c(=O)[nH]c(SCC(=O)N4CCN(c5ccccc5)CC4)nc32)cc1
→ 1%	12	3%	-9%	-12%	-2%
- CN1C(N)=NC(=O)/C1=C/c1ccccc1F
→ -2%	0	9%	-7%	?	1%
- COc1cc(-c2cc(=O)c3ccccc3o2)ccc1O
→ -3%&2%	96	-21%	-34%	?	-4%
- COc1ccc(CCNC(=O)C2CC3Cn4c(nc5ccccc54)C3N2C)cc1 (centres undefined)
→ -4%	0	?	0%	0%	-23%
- CN(CC(=O)Nc1cccc(F)c1)C(=O)c1cccc(N2C(=O)CCC2=O)c1
→ .	-14	2%	2%	1%	1%
- NC(=NCCc1ccccc1)NS(=O)(=O)c1ccc(F)cc1
→ 7%	-30	0%	-31%	-7%	-9%
- CC(Oc1ccc(Br)cc1)C(=O)NCC(c1ccco1)N1CCCCC1 (centres undefined)
→ .	-26	?	63%[activator]	?	-5%
- Nc1c(C(=O)c2cccs2)sc2nsc(SCCN3CCCCC3)c12
→ -5%	27	10µM*	-9%	2%	-19%
- CSc1nc(N2CCOCC2)c2ccccc2n1
→ -2%	-35	10µM*	-14%	2%	5%
- O=c1oc2ccccc2c(O)c1C(c1ccccn1)c1c(O)c2ccccc2oc1=O
→ ?	-17	14%	-25%	3%	-4%
- O=C(COc1ccc2ccccc2c1Br)Nc1ccncc1
→ .	-60*	?	14%	4%	-10%
- Cc1ccc(C)c(S(=O)(=O)Nc2ccc3cn[nH]c3c2)c1
→ .	-10	-2%	-6%	0%	-5%
- Cc1cccn2cc(CNC(=O)c3ccco3)nc12
→ 2%	31	2%	-23%	8%	5%
- Cc1ccccc1C(=O)Oc1ccccc1N1C(=O)C2CC=CCC2C1=O (centres undefined)
→ 4%	-27	22%	-4%	-5%	-3%
- CCCC(=O)Nc1nnc(Cc2ccccc2)s1
→ 2%	17	8%	-13%	-11%	5%
- Cc1ccc(C)c(N2CCN(C(=O)CCCn3c(=O)c4cccn4c4cccnc43)CC2)c1
→ -11%	-18	?	58%	?	-6%
- CC(C)(C)OC(=O)N1CCC[C@H]1C(=O)N/N=C/c1ccc2ncccc2c1
→ 6%	34	-6%	-4%	5%	7%
- COc1ccc(CCNC(=O)CNC(=O)Cn2ccc3ccccc3c2=O)cc1OC
→ 1%	0	2%	13%	1%	19%
- O=C(NCCCN1CCOCC1)c1ccc(-n2nc(C(F)(F)F)cc2-c2cccs2)cc1
→ 4%	-67*	?	219%[activator]	-3%	0%
- COc1ccc(NC(=O)C2=C(C)C(=O)OC23CCN(C(C)C)CC3)cc1Cl
→ .	-4	.	.	0%	-13%
- CCCNC(=O)c1onc(CSc2nc3ccccc3[nH]2)c1C(=O)NCCC
→ -9%	-33	-23%	-29%	-9%	-11%
- CCOC(=O)c1ccc2c(c1)nc(-c1ccccn1)n2CC
→ 23%	81	?	62%[activator]	-10%	5%
- Cc1ccnc(NC(=O)CN(C)S(=O)(=O)c2cccc3nsnc23)c1
→ -13%	9	12%	-6%	-9%	0%
- COc1ccc(N2CCN(C(=O)c3cc(-c4cccs4)nc4ccccc34)CC2)cc1
→ -3%	-6	?	25%	-8%	0%
- CC(C)N(Cc1nc(-c2ccccc2)no1)C(=O)COc1ccccc1
→ 1%	-3	-10%	35%	-23%	?
- Cc1ccc(S(=O)(=O)N2CCC(n3nnc4cc(C)ccc43)CC2)cc1
→ 5%	-23	11%	-7%	3%	5%
- COc1cc2ncc3c(-c4ccccc4)nn(CC(=O)NC4CCCCC4)c3c2cc1OC
→ .	3	.	.	22%	-11%
- CN1C(=O)/C(=C/c2cn(CC(=O)N3CCCCC3)c3ccccc23)c2ccccc21
→ -4%	.	.	147%[activator]	2%	-1%
- CC1CCc2nc(N)c(C#N)c(-c3cccn3C)c2C1 (centres undefined)
→ -5%	-36	-27%	-12%	?	-2%
- O=C(Cc1ccccc1)N/N=C/c1cc(Br)c(Br)o1
→ 1%	-12	-2%	-31%	-8%	?
- COc1ccccc1N(C)S(=O)(=O)c1ccc(C(=O)N2CCC2)cc1
→ .	-5	-28%	-5%	-20%	1%
- Cc1ccc(C(=O)O)cc1S(=O)(=O)N1CCC(C(=O)O)CC1
→ 8%	7	0%	-14%	-8%	-3%
- CSc1ccccc1C(=O)NCC(c1ccco1)N1CCCCC1 (centres undefined)
→ 6%	?	12%	0%[11.4 µM]	-8%	2%
- COC(=O)[C@@]12CCCN1[C@H](c1ccc(-c3ccc(Cl)c(Cl)c3)cc1)[C@H]1C(=O)N(C)C(=O)[C@H]12
→ .	-11	?	189%[activator]	?	?
- Nc1ccccc1-c1nnn(CC(=O)N2CCCc3ccccc32)n1
→ 0%	-15	6%	-20%	?	-5%
- CCC1S/C(=C(\C#N)C(=O)NCc2ccco2)N(c2ccc(F)cc2)C1=O (centres undefined)
→ -12%	15	0%	-19%	?	-32%
- CN(c1ncc(C(F)(F)F)cc1Cl)n1cc(C(N)=O)c2ccccc2c1=O
→ 3%	-11	2%	-11%	?	?
- COc1ccc(C(=O)NC(=S)N2CCN(c3ccccc3OC)CC2)cc1OC
→ ?	14	-8%	4%	-8%	-7%
- O=C(N/N=C/c1cccs1)c1cccnc1
→ 1%	13	18%	-6%	-2%	0%
- Cc1nc2cc(C(=O)N3CCc4ccccc43)ccc2n1-c1ccc(F)c(F)c1
→ 0%	9	-3%	162%[activator]	-10%	-1%
- CCOC(=O)c1cc2c(ccn2C)n1CC(=O)N1CCC(Cc2ccccc2)CC1
→ 16%	-16	?	48%	?	0%
- COCCn1c(SCC(=O)N2CCCCC2)nc2c(c1=O)SCC2
→ .	?	-5%	-1%	?	4%
- NC(=O)CSc1nnc(Cc2csc(Nc3ccc(F)cc3)n2)n1Cc1ccccc1
→ 7%	-34	?	171%[activator]	4%	-8%

Five records picked at random from the list so far:
Every second line gives: Giardia FBPA inh	HCMV antiviral	HCV inh	AmpC inh no detg	AmpC detergent	Sm TGR block
- COc1ccccc1N(C)S(=O)(=O)c1ccc(C(=O)N2CCC2)cc1
→ .	-5	-28%	-5%	-20%	1%
- Cc1nc2cc(C(=O)N3CCc4ccccc43)ccc2n1-c1ccc(F)c(F)c1
→ 0%	9	-3%	162%[activator]	-10%	-1%
- NC(=O)CSc1nnc(Cc2csc(Nc3ccc(F)cc3)n2)n1Cc1ccccc1
→ 7%	-34	?	171%[activator]	4%	-8%
- CN(c1ncc(C(F)(F)F)cc1Cl)n1cc(C(N)=O)c2ccccc2c1=O
→ 3%	-11	2%	-11%	?	?
- COC(=O)[C@@]12CCCN1[C@H](c1ccc(-c3ccc(Cl)c(Cl)c3)cc1)[C@H]1C(=O)N(C)C(=O)[C@H]12
→ .	-11	?	189%[activator]	?	?

The results go on:
Every second line gives: Giardia FBPA inh	HCMV antiviral	HCV inh	AmpC inh no detg	AmpC detergent	Sm TGR block
- CCOC(=O)c1sc2nc(SCC(=O)N(CC)CC)n(CCCN3CCCC3=O)c(=O)c2c1C
→ -1%	?	-8%	221%[activator]	-6%	-7%
- COc1ccc(CNc2ncnc3cc(Cl)ccc23)cc1OC
→ 6%	-70*	?	-10%	5%	1%
- Cc1ccccc1-n1c(CSC(=N)N)nc2ccccc2c1=O
→ -15%	?	?	-5%	-16%	7%
- CCOC(=O)c1c(C)[nH]c(C)c1C(=O)CN1C(=O)NC(CC(C)C)C1=O (centres undefined)
→ 7%	.	-12%	4%	-8%	-3%
- COc1ccc(N2CCN(C(=O)CN(c3cccc(OC)c3)S(=O)(=O)c3ccccc3)CC2)cc1
→ 2%	27	?	132%[activator]	6%	0%
- CCc1ccccc1N(C)S(=O)(=O)c1cc(-c2cc(C)no2)ccc1OC
→ -6%	-33	14µM*	54%	0%	9%
- COc1ccc(C(=O)Nc2ccc(S(=O)(=O)NCc3ccco3)cc2)cc1OC
→ 1%	13	?	-11%	-18%	0%
- OC(COc1ccc(F)cc1)CN1CCN(c2ccccc2F)CC1 (centres undefined)
→ -14%	-33	-11%	-17%	-1%	3%
- NC(=O)CSc1nnc(SCc2ccc(F)cc2)s1
→ -6%	-33	14%	-14%[2.29 µM]	-10%	-9%
- Cc1cc(C(=O)Nc2c(C)cccc2C)n(-c2ccccc2)n1
→ 2%	?	-2%	-15%	11%&-11%	9%&-23%
- CCC1(C)CC(=O)N(c2ccc(C(=O)O)c(O)c2)C1=O (centres undefined)
→ 24%	10	6%	-15%	-10%	-25%
- COCC(=O)n1nc(-c2ccco2)nc1NCc1ccccc1Cl
→ .	-11	.	.	11%	4%
- COc1cc2c(cc1NC(=O)c1cc(-c3ccncc3)nc3ccccc13)oc1ccccc12
→ 2%	?	?	-5%	-8%	3%

Assay outcomes as filed in PubChem BioAssay.
